# EBNA-1 inhibitor: blocks EBNA-1 binding to DNA | EBNA-1 DNA binding, fluorescence polarization | 300,000 compounds, 0.34% hits | inhibition, % at 14.8 µM | AID 1950; in the data active = inhibition above about 28%
# TPT1 inh: blocks Candida albicans tRNA 2'-phosphotransferase; 300,000 compounds, 0.81% hits; inhibition, % at 5 µM; recombinant caTPT1, FP RNA substrate dephosphorylation; AID 1962;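 active = inhibition above the mean of all tested compounds plus 3 SD, set per screening campaign, cut at about 24% in these data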;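 note: plate controls were DMSO alone for no effect and ferristatin control at 100 nM for full effect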
# ZTA DNA inh: ZTA (EBV) inhibition in EBNA-1 counter-screen; P03206; ZTA-DNA binding, fluorescence polarization; inhibition, % at 11 µM; 320,000 compounds, 0.15% hits; in the data active = inhibition above about 33%
# Target sequence (P03206 whole entry, looked up): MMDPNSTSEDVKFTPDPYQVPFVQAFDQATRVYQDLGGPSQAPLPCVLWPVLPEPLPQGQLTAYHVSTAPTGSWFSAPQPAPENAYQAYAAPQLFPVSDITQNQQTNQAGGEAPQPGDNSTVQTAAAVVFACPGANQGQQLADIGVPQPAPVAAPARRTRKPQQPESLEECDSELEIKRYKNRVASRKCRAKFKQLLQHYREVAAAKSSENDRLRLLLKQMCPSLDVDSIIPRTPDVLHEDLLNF
# PP1 counter: counter-screen for PP5 inhibitors: inhibitors of human PP1-alpha; purified PP1alpha, OMFP fluorescence; P62136; inhibition, % at 6.7 µM; 320,000 compounds, 0.9% hits;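 active = inhibition above the mean inhibition of all tested compounds plus 3 SD, computed separately for each screening campaign, cut at about 15% in these data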
# Target sequence (P62136 whole entry, looked up): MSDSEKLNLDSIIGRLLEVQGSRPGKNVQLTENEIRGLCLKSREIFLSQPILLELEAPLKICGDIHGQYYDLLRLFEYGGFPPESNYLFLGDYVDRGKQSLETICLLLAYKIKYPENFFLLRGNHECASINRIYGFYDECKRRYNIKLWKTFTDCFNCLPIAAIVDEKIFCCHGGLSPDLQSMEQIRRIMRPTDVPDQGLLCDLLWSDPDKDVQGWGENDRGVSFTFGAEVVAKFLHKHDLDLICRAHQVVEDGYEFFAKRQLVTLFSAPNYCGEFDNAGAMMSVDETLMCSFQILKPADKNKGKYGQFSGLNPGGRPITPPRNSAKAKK
# PP5 inh: inhibitors of human protein phosphatase 5 (PP5); P53041; inhibition, % at 6.7 µM; 320,000 compounds, 0.18% hits; purified PP5c, OMFP substrate fluorescence;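 active = inhibition above the campaign's mean inhibition across all tested compounds plus 3 SD, cut at about 9.5% in these data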;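 note: 0% = DMSO only and 100% = 100 µM cantharidin control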
# GASC-1 inh: human JMJD2C demethylase inhibition. Q9H3R0. GST-JMJD2C(1-420) H3K9me3 demethylation, DELFIA europium. AID 2099. inhibition, % at 2.35 µM. 330,000 compounds, 0.069% hits;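 active = more than half of a compound's replicate wells show inhibition beyond 50%, single wells judged on their own value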;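 note: signal counts dimethyl H3K9 product captured on neutravidin plate; 0% = median of DMSO wells and 100% = 0.3 times that DMSO median; strong numbers were not always called active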
# Target sequence (Q9H3R0 1-420 limits assumed): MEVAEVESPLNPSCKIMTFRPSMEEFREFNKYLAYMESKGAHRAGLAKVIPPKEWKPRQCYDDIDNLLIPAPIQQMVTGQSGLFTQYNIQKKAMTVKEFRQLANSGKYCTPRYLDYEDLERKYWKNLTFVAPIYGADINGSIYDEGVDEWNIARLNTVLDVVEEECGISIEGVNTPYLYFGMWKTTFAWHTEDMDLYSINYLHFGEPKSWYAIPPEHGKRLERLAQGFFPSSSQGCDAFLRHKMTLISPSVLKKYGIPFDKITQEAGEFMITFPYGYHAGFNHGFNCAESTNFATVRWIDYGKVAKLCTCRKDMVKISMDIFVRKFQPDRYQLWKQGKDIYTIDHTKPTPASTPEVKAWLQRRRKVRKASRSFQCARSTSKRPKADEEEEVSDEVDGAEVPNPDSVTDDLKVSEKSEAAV
# CR mimetic SO: caloric restriction mimetics inhibiting age-related superoxide in yeast; 330,000 compounds, 0.18% hits; superoxide response (% of plate mean), % at 10 µM; AID 2690; S. cerevisiae aged cells, superoxide DHE fluorescence; hits give low values;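 active = superoxide response under a set limit, about three screen SD below normal, cut at about 65% in these data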;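 note: yeast aged for seven days with compound at 30 °C before DHE staining; 100% = average MFI of all compound-treated wells on the plate with controls excluded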
# HCV core dimer: blocks dimerization of HCV core protein; 300,000 compounds, 0.33% hits; TR-FRET GST/Flag-core106 dimerization, 1536-well; inhibition, % at 5 µM; AID 1899;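 active = inhibition above the mean of all tested compounds plus 3 SD, set per screening campaign, cut at about 45% in these data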
#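 System: GST-tagged and Flag-tagged HCV core protein residues 1-106 / Input: core106 proteins, GST 13.5 nM and Flag 17 nM / Buffer or medium: KF-containing HEPES buffer, pH 7.45, DTT, CHAPS, BSA / Probe or stimulus: Eu-anti-GST and XL665-anti-Flag labelled anti-tag antibodies / Schedule: 4 h, 22.5 °C incubation / Technique: TR-FRET 671 and 617 nm emission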
# Fh CTSL1 inh: cathepsin L1 inhibition, PFM18AAP counter-screen; 300,000 compounds, 0.49% hits; recombinant F. hepatica cathepsin L1, Z-Leu-Arg-MCA fluorescence; AID 1906; inhibition, % at 5.96 µM;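 active = inhibition above the mean of all tested compounds plus 3 SD, set per screening campaign, cut at about 17% in these data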;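 note: 0% = plate median of test compound wells and 100% = 1 µM Z-Phe-Ala-diazomethylketone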
# * hit, by the source's call; / = no result given.
# Values run as follows: Fh CTSL1 inh	PP1 counter	HCV core dimer	EBNA-1 inhibitor	GASC-1 inh	TPT1 inh	CR mimetic SO	ZTA DNA inh	PP5 inh
- CN(C)S(=O)(=O)N1CCC(Oc2ccc(C(=O)NCCc3cscn3)cc2)CC1
  1	-4	15	9	0	0	94	9	1.9
- COc1ccc(C(=O)C2CCCN(C(=O)C3=CCCC3)C2)cc1OC (configuration not stated)
  2	-4	-2	11	/	0	104	6	0.1
- COc1ccc(C(=O)/C=C/Nc2ccc(S(=O)(=O)Nc3onc(C)c3C)cc2)cc1
  4	1	13	3	-9	1	100	10	2.2
- CC(=O)N/C(=C/c1ccc(OS(=O)(=O)c2ccc(C)cc2)cc1)C(=O)NCCCO
  2	0	2	5	5	0	96	-5	0.2
- COc1ccc(OC)c(C(=O)c2coc3ccc(OC)cc23)c1
  1	0	2	5	-8	-7	93	4	3.4
- O=C(Nc1cccc(-c2cccc(Cl)c2)c1)C1CCN(Cc2ccccn2)CC1
  -2	1	11	5	0	2	93	13	0.1
- C[C@]1(CC/C(=C/CO)CO)[C@H](CO)CC[C@@]23COC(=O)C2=CCC[C@@H]31
  -1	2	3	0	5	-3	86	9	2.6
- O=C(NCC1CCN(Cc2cccc(Cl)c2)CC1)Nc1ccc(Cl)cc1
  8	1	-3	5	-3	1	103	3	1.8
- Cc1ccc(NC(=S)N2CCC(N(C)CC3CCCO3)CC2)c(C)c1 (configuration not stated)
  -4	-4	1	1	82	-2	101	-12	0.3
- CCOC(=O)CSc1nnc(-c2ccc([N+](=O)[O-])cc2)o1
  6	1	-3	3	0	-2	96	4	-2.0
- NC(=O)CC(NC(=O)c1ccc(Br)cc1)c1ccc(NC2CCCCC2)c([N+](=O)[O-])c1 (configuration not stated)
  -1	-1	3	7	7	11	96	4	-2.1
- O=C(CCN1C(=O)c2ccccc2C1=O)Nn1cnnc1
  -3	-6	-3	2	12	-5	98	1	1.6
- CC(=O)c1c(C)[nH]c(C(=O)OC(C)C(=O)Nc2cc(S(=O)(=O)N3CCCCC3)ccc2Cl)c1C (configuration not stated)
  1	3	2	1	3	2	115	10	3.3
- CCc1nnc2n1N=C(c1ccc(Cl)cc1)CS2
  -6	-4	4	-20	-11	13	101	-18	2.6
- CN(CC(=O)Nc1cccc(F)c1)C(=O)c1cccc(S(=O)(=O)N2CC3(C)CC2CC(C)(C)C3)c1 (configuration not stated)
  5	-2	5	1	1	1	98	18	3.9
- COc1ccc(/C=C/C(=O)O/N=C(\N)c2cccnc2)cc1OC
  2	-6	-4	-2	3	-3	96	-12	0.5
- COc1ccc2cc(CCNC(=O)c3cccc([N+](=O)[O-])c3)c(=O)[nH]c2c1
  -1	0	8	4	92	0	94	6	-1.1
- CCC(C)N(C(=O)COC(=O)CCc1c[nH]c2ccccc12)C1CCS(=O)(=O)C1 (configuration not stated)
  -5	-3	-5	3	-3	-5	80	4	-0.5
- Cc1ccc2c(Cl)cc(Cl)c(OCC(=O)N3CCCC3)c2n1
  0	1	0	-1	1	2	100	5	-0.1
- O=C(Cn1ccc(NC(=O)OCc2ccccc2)nc1=O)NCC1CCCO1 (configuration not stated)
  /	2	/	/	0	/	105	-5	1.2
- CC(C)Oc1ccc(C(=O)Nc2nnc(C3=COCCO3)o2)cc1
  0	3	2	0	2	-1	105	11	-1.2
- CCCNC(=O)c1cccc(Cn2nc(C)c(Br)c2C)c1
  -17	-1	-5	0	14	-4	103	-23	2.7
- O=C(N=Nc1c(O)[nH]c2ccccc12)c1ccc(CN2CCOCC2)cc1
  3	1	-7	3	4	-2	95	-9	1.5
- CN(C)C(CNC(=O)Nc1cccc(Cl)c1)c1cccnc1 (configuration not stated)
  0	1	-2	-11	-2	0	100	6	0.9
- O=C(CSCc1ccccc1)NCc1ccc2c(c1)OCO2
  0	-2	3	5	0	1	105	-1	0.2
- Cc1nn(-c2ccccc2)c(Cl)c1C(=O)NCc1ccccc1F
  0	-2	3	5	-5	-1	92	-6	3.0
- CCSc1ccccc1C(=O)Nc1nncs1
  -3	0	-8	-5	-7	-4	99	-19	0.2
- Cc1ccccc1C(=O)Oc1ccc(Cl)cc1C(=S)N1CCOCC1
  -3	1	-9	-16	84	-2	101	-11	2.4
- COc1ccc2[nH]c(C(=O)O)c(CCC(=O)O)c2c1
  -3	-2	1	-3	17	1	101	-1	0.3
- CC(=O)N1CCN(c2ccc(NC(=O)c3ccc(Br)o3)cc2Cl)CC1
  -1	-1	-4	-7	2	-3	81	-3	-0.2

# Two compounds from above, limited to GASC-1 inh and Fh CTSL1 inh.
Structure | GASC-1 inh | Fh CTSL1 inh
CN(C)S(=O)(=O)N1CCC(Oc2ccc(C(=O)NCCc3cscn3)cc2)CC1 | 0 | 1
COc1ccc(C(=O)C2CCCN(C(=O)C3=CCCC3)C2)cc1OC (configuration not stated) | / | 2

# Next compounds:
# Values run as follows: Fh CTSL1 inh	PP1 counter	HCV core dimer	EBNA-1 inhibitor	GASC-1 inh	TPT1 inh	CR mimetic SO	ZTA DNA inh	PP5 inh
- Cc1cc(NC(=O)CSc2nnc(-c3ccc(Cl)s3)o2)no1
  0	-2	-3	-8	10	-2	104	5	0.7
- Cc1noc(C)c1C(=O)OCC(=O)NC1CC1
  -3	-3	-6	0	4	0	89	-2	0.5
- CC(=O)c1cccc(Nc2ccc(-c3ccccc3F)nn2)c1
  2	-3	6	-3	2	6	100	15	1.6
- N#CCCn1cc(/C=N/N=C2\NC(=O)C(CC(=O)O)S2)c(-c2ccc(F)cc2)n1 (configuration not stated)
  0	-6	-3	3	-10	3	83	5	2.7
- COc1ccc(CC(=O)Nc2cc(C)on2)cc1OC
  -3	0	2	17	4	-3	93	-2	-0.3
- CC(=O)N(c1ccccc1C)C1CCCC1
  6	-1	-3	13	7	0	105	2	-1.6
- Cn1c(=O)[nH]c(=O)c2c1nc(Br)n2CC(O)COc1ccccc1 (configuration not stated)
  5	-3	-2	6	3	1	104	7	-1.7
- CCN(CC)c1ccc(NC(=O)CN(C)Cc2cccs2)cc1
  2	1	2	11	-18	2	106	9	-0.4
- O=C(NCCc1ccccn1)c1n[nH]c(=O)c2ccccc12
  0	-1	11	8	-1	-5	82	-12	1.9
- COc1ccc(-n2c(=O)n(Cc3ccccc3)c(=O)c3[nH]cnc32)cc1
  4	-1	4	-6	-7	0	99	-1	-0.1
- O=C(Cc1ccc(F)cc1)NC1CCS(=O)(=O)C1 (configuration not stated)
  3	-3	-6	0	2	-3	99	-21	0.1
- Cc1cccc(NC(=O)Nc2ccc(C)cc2Br)c1
  -2	-1	3	8	-1	2	92	14	1.9
- CCOCCCNC(=O)c1cc2sc(Cl)cc2n1CC
  2	-1	-2	12	-6	0	102	5	1.6
- COC(=O)c1ccc(CN2CCCC(C(=O)Nc3cccc(-n4cccn4)c3)C2)cc1 (configuration not stated)
  -6	10	-10	2	-5	0	104	-13	2.6
- CCOC(=O)/C(C(N)=NC(C)C)=C(\O)c1ccccc1
  -1	-2	1	6	5	-2	84	-11	0.3
- CCC1CCCCN1CCCNC(=O)c1cn(CC(C)C)c(=O)c2cc(OC)c(OC)cc12 (configuration not stated)
  2	-1	0	12	7	1	95	21	-0.5
- O=C(c1ccc2nc(Cc3cccc(Cl)c3)oc2c1)N1CCC[C@H]1CO
  -3	-7	6	-2	1	-7	117	2	2.3
- CCOC(=O)NN=C1CN(S(=O)(=O)c2ccc(C)cc2)C1
  2	4	1	-3	-6	-3	87	1	2.3
- O=C(Nc1ccc(N2CCN(C(=O)c3ccccc3F)CC2)cc1)c1ncn[nH]1
  0	0	-5	-5	-6	-1	104	4	-0.4
- O=C(Nc1cccc(Cl)c1)C1CCCCC1
  0	-2	9	11	1	0	96	20	1.2
- O=C(NCC(c1cccs1)N1CCOCC1)c1cc([N+](=O)[O-])ccc1Cl (configuration not stated)
  1	0	-6	-9	6	5	102	2	-2.0
- CCOc1ccc2nc(NC(=O)CN3CCN(C)CC3)sc2c1
  7	-4	3	-18	-1	6	89	-21	-0.2
- ClCC1CN(Cc2ccccc2Cl)CCO1 (configuration not stated)
  3	-4	-2	1	-3	3	105	-1	-0.3
- Cc1ccc(S(=O)(=O)CC(O)CN2CCCC2=O)cc1 (configuration not stated)
  0	-2	2	-1	2	0	99	16	-1.0
- COc1ccc(S(=O)(=O)N(CC(N)=O)C2CCCCC2)cc1Cl
  -5	-1	2	-6	11	-4	104	-4	1.8
- CCCOc1ccccc1Cn1c(=O)oc2ccccc21
  -2	-1	-6	-7	-14	0	110	-4	1.3
- CCCCSc1nnc([C@H](C)NC(=O)OC(C)(C)C)o1
  3	-3	4	-6	12	-1	100	-10	1.1
- CN(C)CCCN(C(=O)c1ccc(S(=O)(=O)N2CCc3ccccc3C2)cc1)c1nc2ccc(F)cc2s1
  -2	12	-19	0	-14	-4	97	-11	7.5
- COC(=O)c1cc(NC(=O)c2c(Cl)nc3sccn23)cc(C(=O)OC)c1
  -3	-2	-1	-4	-1	-5	98	-7	2.0
- COc1ccc(CNCC(O)(c2ccc(Cl)cc2)c2ccc(Cl)cc2)cc1OC
  -1	3	-8	-3	/	3	93	-20	1.9

# Structures listed so far with a furan ring, fused or not (2):
# Values run as follows: Fh CTSL1 inh	PP1 counter	HCV core dimer	EBNA-1 inhibitor	GASC-1 inh	TPT1 inh	CR mimetic SO	ZTA DNA inh	PP5 inh
- COc1ccc(OC)c(C(=O)c2coc3ccc(OC)cc23)c1
  1	0	2	5	-8	-7	93	4	3.4
- CC(=O)N1CCN(c2ccc(NC(=O)c3ccc(Br)o3)cc2Cl)CC1
  -1	-1	-4	-7	2	-3	81	-3	-0.2

# (continued)
# Values run as follows: Fh CTSL1 inh	PP1 counter	HCV core dimer	EBNA-1 inhibitor	GASC-1 inh	TPT1 inh	CR mimetic SO	ZTA DNA inh	PP5 inh
- CCOc1ccc(S(=O)(=O)N(C)CC(=O)N2CCCC2)cc1
  -2	-3	10	6	-2	-2	102	5	-3.1
- CCN(CC(=O)Nc1cc(Cl)ccc1C)C(=O)C1CCCCC1
  -3	-1	1	6	-3	-2	105	-2	-1.4
- CCN(c1ccccc1)S(=O)(=O)c1cccc(C(=O)NCC(c2cccs2)N2CCOCC2)c1 (configuration not stated)
  -2	-8	-2	-8	-4	-1	94	-1	1.2
- O=C(COC(=O)c1ccccc1C(=O)c1ccccc1)NCc1ccc(F)cc1
  -3	-4	-2	5	9	1	87	-7	0.7
- Cc1onc(-c2ccccc2Cl)c1C(=O)Nc1nnc(Cc2ccc(Cl)cc2)s1
  -4	6	20	-8	12	1	99	8	3.5
- CCn1c(SCC(=O)N2CCCC(C)C2)nc2c1c(=O)n(C)c(=O)n2C (configuration not stated)
  -1	2	-8	-28	-20	2	102	-8	1.4
- COC(=O)Cc1ccc2c3ccccc3n(C)c2c1
  3	-2	-20	1	7	-4	100	-5	4.0
- C#CCNC(=O)C1=C[C@@H](C2CCCCC2)C[C@@H](OCCCCO)O1
  6	2	-9	12	-2	-2	/	-6	0.7
- CCOc1ccc(NC(=O)CCC(=O)N2CCSc3ccccc32)cc1
  -2	1	6	5	-4	1	103	-14	1.6
- Cc1cnc(NS(=O)(=O)c2ccccc2)c(C)n1
  -2	-1	3	3	8	-5	104	5	0.7
- Cc1cccc(C)c1NC(=S)N1CCOCC1
  1	-2	-1	-7	13	-1	88	0	1.1
- N#C/C(C(=O)Oc1ccccc1)=C1\C=Cc2ccccc2N1
  1	-1	8	-3	-1	-2	114	-20	1.9
- Cc1cccc2c1-c1sc(C(=O)NCCCN3CCCC(C)C3)cc1CO2 (configuration not stated)
  0	2	-8	3	-3	-4	104	5	0.2
- O=C1CSC(c2ccccc2[N+](=O)[O-])N1c1cccc(F)c1 (configuration not stated)
  -1	3	1	1	5	0	106	9	0.4
- O=C(CCN1CCCCC1)Nn1c(=S)[nH]c2ccccc2c1=O
  6	-2	-4	11	0	0	112	6	-1.6
